# Screening results deposited in PubChem BioAssay by National Center for Advancing Translational Sciences (NCATS).
# Tb PFK block – T. brucei PFK enzyme inhibition. O15648. T. brucei PFK, ADP-Glo luminescence. Potency, µM (titrated, usually from 57.5 µM), for the others: at the top dose activity, negative = inhibition, hits mostly inhibitors. hit rate 0.17% among 330,000;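 further: potency means the concentration at half of the fitted maximal effect; 0% = uninhibited 1x PFK enzyme wells and -100% = no-enzyme wells; nearly all actives have a fitted effect of over 60% in size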
#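 ADP-Glo luminescence quantified ADP after 45 min at room temperature, with 1.25 nM T. brucei PFK, 0.1 mM ATP and 0.5 mM fructose-6-phosphate in pH 8.0 TEA buffer. qHTS titrations up to 57 µM; curves classified by quality.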
# RORgamma inh – inhibitors of mouse ROR gamma transcriptional activity. hit rate 5.4% among 310,000. Potency, µM (doses to about 53.6 µM), for inactives: at the highest dose activity change, negative = inhibition, actives largely listed as inhibitors. Drosophila S2 Gal4-RORgamma UAS-luciferase reporter, 20 h. P51450. AID 2551; further: potency means the concentration at half of the fitted maximal effect; on the % scale 0 is the no-effect control and ±100 the full control effect; nearly all actives have a fitted effect of over 60% in size
# Target sequence (P51450 whole entry, looked up, the tested form may be a part): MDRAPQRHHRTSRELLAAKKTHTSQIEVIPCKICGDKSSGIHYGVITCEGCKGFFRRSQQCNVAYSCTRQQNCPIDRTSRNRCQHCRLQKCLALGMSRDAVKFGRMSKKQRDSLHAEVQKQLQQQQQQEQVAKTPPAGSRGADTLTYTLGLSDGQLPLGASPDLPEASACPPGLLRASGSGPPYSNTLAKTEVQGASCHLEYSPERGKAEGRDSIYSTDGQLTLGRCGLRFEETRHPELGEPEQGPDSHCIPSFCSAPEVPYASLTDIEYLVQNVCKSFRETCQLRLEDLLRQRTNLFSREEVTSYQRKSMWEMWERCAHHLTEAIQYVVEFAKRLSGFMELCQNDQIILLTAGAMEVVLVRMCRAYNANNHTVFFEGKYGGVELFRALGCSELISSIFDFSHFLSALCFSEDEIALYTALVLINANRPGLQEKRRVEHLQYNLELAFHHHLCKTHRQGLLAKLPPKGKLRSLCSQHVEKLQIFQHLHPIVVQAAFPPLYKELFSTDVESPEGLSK
#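 Drosophila Schneider cells stably carrying a metallothionein-driven Gal4 DBD–ROR gamma fusion and a UAS-Photinus luciferase reporter were exposed to compound for 1 hr, then induced with copper sulfate (700 uM final) for 20 hr at ambient temperature before luminescence reading.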
# KCNH2 3.1 block – KCNH2 3.1 (human) potassium channel inhibition | U2OS KCNH2 3.1, thallium flux FluxOr; hits give low values | activity change, % (tested at about 1.8 µM) | hit rate 0.95% among 340,000;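 active means maximum activity change below -70%; inconclusive means maximum activity change from -70% to -50%; inactive means maximum activity change above -50%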;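 further: thallium influx rate constant from kinetic fluorescence after stimulation buffer; on the % scale 0 is the no-effect control and ±100 the full control effect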
#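 Kinetic fluorescence (2 min after stimulation buffer) measures Tl+ influx through KCNH2 3.1 expressed by viral transduction in U2OS cells; the rate constant is normalized against DMSO controls serving as positive and negative references.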
# FBPA coupling cs – counter-screen for Giardia aldolase inhibitors: coupling enzyme system | coupling enzyme system counterscreen, AmpLite Red fluorescence | activity change, negative = inhibition, % at 58.2 µM, hits read low | hit rate 0.67% among 290,000; in the data active means activity change below about -30%; further: on the % scale 0 is the no-effect control and ±100 the full control effect
#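 Compounds tested against the coupling enzymes alone at 57.5 uM final; readout was AmpLite Red fluorescence (525/598 nm) after 20 min at RT.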
# Giardia kill – kills Giardia lamblia; Giardia lamblia trophozoite viability; activity change, % at 7.66 µM, hits read low; hit rate 0.15% among 340,000; AID 540267; in the data active means activity change below about -80%; inconclusive means between about -30% and that limit;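 further: parasites exposed to compound for two days anaerobically before the ATP read; on the % scale 0 is the no-effect control and ±100 the full control effect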
#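 Trophozoite viability was measured as ATP-dependent luminescence, read 15-30 min after reagent addition. Before that, parasites at 100 cells/well were exposed to compounds for 48 h, anaerobically, at 37 deg C.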
# ELG1 genotox – genotoxicity induction in ELG1-luciferase HEK293T cells; Potency, µM (titrated, usually from 46 µM), for the others: top-dose activity change, positive = activation, hits mostly activators; HEK293T ELG1-luciferase reporter, luminescence, 16 h; AID 504466; hit rate 1.3% among 330,000; further: potency means the concentration at half of the fitted maximal effect; % of control where 0% means no effect; nearly all actives have a fitted effect of over 60% in size
#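 Genotoxic stress is detected as increased luminescence from luciferase-tagged ELG1 in HEK293T cells, measured with ONE-Glo after a 16 hr treatment at 37 °C.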
# FLuc counter – inhibits or activates purified firefly luciferase, miR-21 counter-screen. purified FLuc, Km substrates, luminescence inhibition. hit rate 6.9% among 360,000. Potency, µM (highest dose often 57.5 µM), for the others: top-dose activity change, negative = inhibition, hits mostly inhibitors;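 further: potency means the concentration at half of the fitted maximal effect; plate controls were vehicle for no effect and reference inhibitor for full effect; nearly all actives have a fitted effect of over 55% in size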
# Target sequence (P08659 whole entry, looked up): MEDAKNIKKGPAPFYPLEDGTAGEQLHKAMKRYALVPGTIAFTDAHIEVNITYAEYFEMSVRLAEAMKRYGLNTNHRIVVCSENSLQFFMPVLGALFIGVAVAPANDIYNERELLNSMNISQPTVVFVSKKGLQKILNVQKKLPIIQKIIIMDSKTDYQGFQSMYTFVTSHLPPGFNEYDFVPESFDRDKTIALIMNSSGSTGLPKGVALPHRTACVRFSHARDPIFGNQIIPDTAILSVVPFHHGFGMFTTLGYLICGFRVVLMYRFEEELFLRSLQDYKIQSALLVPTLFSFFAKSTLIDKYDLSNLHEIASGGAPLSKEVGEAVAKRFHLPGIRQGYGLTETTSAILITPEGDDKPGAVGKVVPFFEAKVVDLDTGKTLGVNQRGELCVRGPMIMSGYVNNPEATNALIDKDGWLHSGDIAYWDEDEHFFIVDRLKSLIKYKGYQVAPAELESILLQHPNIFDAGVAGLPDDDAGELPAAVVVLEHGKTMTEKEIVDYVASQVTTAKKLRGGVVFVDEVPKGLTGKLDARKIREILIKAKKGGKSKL
#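 Purified P. pyralis luciferase, 10 nM final, with Km-level 10 uM D-luciferin and 10 uM ATP in 50 mM Tris acetate pH 7.5, 10 mM Mg acetate, 0.01% Tween-20, 0.05% BSA; 6-point qHTS titration about 60 µM downward; luminescence read.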
# VP16 counter – Gal4-VP16 reporter inhibition counter-screen; Drosophila S2 Gal4-VP16 UAS-luciferase, luminescence, 20 h; Potency, µM (doses to about 53.6 µM), inactives show top-dose activity, negative = inhibition, actives largely listed as inhibitors; hit rate 3.5% among 310,000;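 further: Gal4-VP16 expression switched on by copper sulfate through the metallothionein promoter; potency means the concentration at half of the fitted maximal effect; on the % scale 0 is the no-effect control and ±100 the full control effect; nearly all actives have a fitted effect of over 50% in size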
# uPA generation – inhibitors of cell surface uPA generation; cell surface uPA generation assay, qHTS; Potency, µM (top dose mostly 38.3 µM), for the others: top-dose activity change, negative = inhibition, actives largely listed as inhibitors; hit rate 0.31% among 330,000; AID 540303; active means well fitted inhibition curve with a large enough effect; inconclusive means small, poorly fitted or top-dose-only effect; inactive means no such curve, though single readings can be large or run the other way; tested in mouse RAW 264.7 cells; further: potency means the concentration at half of the fitted maximal effect; on the % scale 0 is the no-effect control and ±100 the full control effect; nearly all actives have a fitted effect of over 55% in size
# Rab9 promoter act – activates the Rab9 promoter | Potency, µM (highest dose often 9.22 µM), inactives show top-dose activation, negative = inhibition, actives largely listed as activators | Huh7 Rab9 promoter-luciferase reporter, luminescence, 24 h | hit rate 2.8% among 320,000; further: potency means the concentration at half of the fitted maximal effect; % of control where 0% means no effect; nearly all actives have a fitted effect of over 60% in size
#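 Huh7 cells stably carrying Rab9 promoter–luciferase reporter, plated 1500 cells/well, compound added after 2 h and incubated 24 h at 37 °C; luciferase luminescence then read after 10 min with detection reagent.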
# NPC1 promoter act – NPC1 promoter activation | Huh7 NPC1 promoter luciferase reporter, 24 h | Potency, µM (top dose mostly 9.22 µM), without a hit: top-dose activation, hits mostly activators | hit rate 2.4% among 320,000 | AID 485313;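 further: potency means the concentration at half of the fitted maximal effect; % of control where 0% means no effect; nearly all actives have a fitted effect of over 60% in size; reporter is driven by a mutant NPC1 promoter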
#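 Stably transfected Huh7 (NPC1 promoter→luciferase), 1500 cells/well in Opti-MEM + 10% FBS, 2 h settle, then compound 24 h at 37 °C. Luminescence after 10 min with Amplite reagent.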
# Numbers without * were called inactive; ? = inconclusive; . = no result given; [ ] = dose if it differs, or a comment. Unless noted, the call rests on the fitted dose curve; in most records, active means well fitted curve in the direction sought with a large enough effect; inconclusive means small, poorly fitted or top-dose-only effect, or another doubt; inactive means no such curve, though single readings can be large; an effect the other way counts as inactive or inconclusive.
SMILES,Tb PFK block,RORgamma inh,KCNH2 3.1 block,FBPA coupling cs,Giardia kill,ELG1 genotox,FLuc counter,VP16 counter,uPA generation,Rab9 promoter act,NPC1 promoter act
CCOc1ccc(-n2c(SCc3nc(-c4cccs4)no3)nnc2-c2ccncc2)cc1,-1%,2%,-14,-1,3,-9%,1%,-7%,-8%,-1%,0%
C/C(CC(=O)Nc1ccc(F)cc1)=N\NC(=O)c1ccccn1,-4%,-5%,-15,1,5,?,4%,-18%,-3%,3%,-2%
CC1=NOC(=O)/C1=C\c1ccccc1,0%,-17%,3,5,-7,1%,-18%,-3%,-3%,-3%,-1%
CCOc1cc(/C=C(/C#N)c2nc3ccccc3[nH]2)ccc1Oc1ccc([N+](=O)[O-])cn1,0%,-16%,-5,-4,-15,21%,1%,-4%[0.365 µM],-4%,1%,2%
COc1cccc(C2=NOC(C(=O)NCc3ccccn3)C2)c1 (centres undefined),1%,26%,4,4,0,5%,4%,1%,.,-3%,-5%
Cn1c(SCC(=O)Nc2cccc(F)c2)nc2c([nH]c3ccccc32)c1=O,-2%,-9%,21,0,-13,?,3%,6%,1%,?,3%
Cc1ccc2nc(N(CCCN(C)C)C(=O)c3ccc(S(=O)(=O)N4CCOCC4)cc3)sc2c1,-1%,2%,-11,-1,7,0%,2%,-10%,?,-5%,-2%
Cc1ccc2cc(CCNC(=O)c3cccc([N+](=O)[O-])c3)c(=O)[nH]c2c1C,-1%,16%,-3,-5,2,-6%,-7%,-15%,-7%,-4%,1%
CCCCS(=O)(=O)N1CCCC(C(=O)Oc2ccc(Cl)cc2)C1 (centres undefined),1%,-2%,8,1,-20,3%,3%,-9%,2%,0%,0%
O=C(NCC1CCCO1)c1ccc(COc2ccccc2Br)cc1 (centres undefined),-5%,33%,5,3,8,2%,24µM*,-3%,-6%,-6%,1%
COc1cccc(C2CC(c3ccccc3)Nc3nc(N)nn32)c1 (centres undefined),-1%,-7%,-5,3,-15,1%,0%,1%,2%,2%,-3%
COCCCNC(=O)CN(c1cccc(Cl)c1C)S(C)(=O)=O,-2%,?,5,3,1,-1%,-1%,-20%,1%,2%,-1%
Cn1c(=O)c2c(nc(NCC3CCCO3)n2Cc2cccc(Br)c2)n(C)c1=O (centres undefined),0%,6%,36,0,4,-2%,3%,0%,-2%,-5%,-4%
CN1CCCN(CC(O)COCc2cccs2)CC1 (centres undefined),0%,0%,3,0,-6,3%,1%,4%,9%,-3%,-3%
Cc1c(C(=O)N2C[C@@H](C)O[C@@H](C)C2)oc2c(F)cccc12,4%,-24%,6,0,-16,?,15µM*,-21%,3%,?,?
O=C(Cc1cccs1)NCc1cccc(F)c1,-1%,0%,0,0,-15,?,-17%,-2%,-14%,?,16%
Cc1cccc(NC(=O)CCS(=O)(=O)c2ccc3c(c2)oc(=O)n3C)c1,-5%,-1%,-5,.,-2,0%,-1%,4%,4%,-3%,-3%
Cc1cccc(Nc2ncnc3nc[nH]c23)c1C,7%,36%,1,-3,-19,6%,-8%,-16%,-15%,2%,-1%
COC(=O)CCS(=O)(=O)c1ccc(Cl)c(Cl)c1,30%,-36%,30,1,-21,-1%,-1%,-2%,.,17%,10%
CCCCN=C(NNc1ccc(Br)cc1)C(=O)OCC,0%,?,0,-1,17,2%,2%,-3%,7%,9%,-3%
CC(C)(C)c1ccc(/C=C/C(=O)NCCCN2CCOCC2)cc1,0%,-22%,3,3,-16,0%,?,1%,-3%,-6%,-3%
CCNC(=O)CSc1nnc(-c2ccccc2)n1-c1ccc(OCC)cc1,1%,29%,-3,7,-4,3%,6%,10%,-3%,-4%,0%
CCN(CC)S(=O)(=O)c1cc(NC(=O)c2ccc(-n3cncn3)c([N+](=O)[O-])c2)ccc1C,0%,14%,-16,.,1,-20%,-2%,-13%,-9%,-3%,-1%
NC(=O)c1cc(S(=O)(=O)N2CCOCC2)ccc1Sc1ccccc1N,-10%,.,5,.,5,4%,3%,.,-4%,-4%,1%
C=C(C)COc1ccc(-c2n[nH]c(C)c2-c2ccccc2OC)c(O)c1,3%,14µM*,1,-2,4,0%,1%,14µM*,11%,1%,1%

# As entered above:
# Entry for COCCCNC(=O)CN(c1cccc(Cl)c1C)S(C)(=O)=O under ELG1 genotox: -1%
# Entry for Cc1c(C(=O)N2C[C@@H](C)O[C@@H](C)C2)oc2c(F)cccc12 under Tb PFK block: 4%

# Next part:
SMILES,Tb PFK block,RORgamma inh,KCNH2 3.1 block,FBPA coupling cs,Giardia kill,ELG1 genotox,FLuc counter,VP16 counter,uPA generation,Rab9 promoter act,NPC1 promoter act
Cc1cc2occ(CC(=O)Nc3nccs3)c2cc1C(C)C,-1%,?,-9,2,-16,-10%,0%,-27%,.,-8%,0%
COc1ccc(C2c3c(-c4ccccc4O)n[nH]c3C(=O)N2CCc2ccc(OC)c(OC)c2)cc1 (centres undefined),-3%,?,-11,-6,-3,-17%,0%,?,-9%,-6%,-6%
CC(OC(=O)/C=C/c1cccs1)C(=O)NC1CCCCC1C (centres undefined),2%,-23%,14,.,11,-3%,4%,2%,2%,1%,1%
CC(C)NC(=O)CCCOc1ccc(Cl)cc1Cl,-14%,27%,2,-5,8,?,?,-7%,-16%,24%,15%
COc1ccc(C(=O)NCC(=O)N2CCN(C(=O)c3ccco3)CC2)cc1OC,5%,.,13,.,-14,3%,0%,.,1%,-4%,0%
O=C(NCC1(N2CCOCC2)CCCCC1)c1ccc(Cl)c(S(=O)(=O)NCc2ccco2)c1,-6%,-2%,0,-2,-12,-2%,-1%,11%,2%,-5%,-4%
c1csc(CNCc2ccncc2)c1,10%,-14%,15,3,-4,2%,2%,-1%,0%,-2%,0%
COc1ccccc1N(CC(=O)Nc1ccccc1)S(=O)(=O)c1cccs1,-1%,.,-8,.,-21,-1%,-8%,.,3%,0%,2%
CCCCn1c(=O)c(CCC(=O)OCC(=O)Nc2cc(Cl)ccc2OC)nc2ccccc21,-4%,-4%,10,1,14,4%,2%,4%,3%,-1%,-2%
CN1CCN(C(=O)C2=C[C@H](c3csc4ccccc34)C[C@H](OCc3ccc(CO)cc3)O2)CC1,-5%,-4%,-20,-1,-24,0%,3%,-1%,-13%,13%,1%
O=C(Cn1nc(C(=O)O)c2ccccc2c1=O)Nc1nc(-c2ccccc2)cs1,3%,?,-3,0,20,?,-2%,4%,9%,13%,16%
Cc1ccc(Cl)cc1NC(=S)N(CCCN1CCN(C)CC1)Cc1cccs1,0%,0%,-10,-3,-11,2%,5%,0%,-12%,-5%,-7%
CN(C)C(CNC(=O)Cc1cccc(C(F)(F)F)c1)c1ccccc1 (centres undefined),2%,-1%,-14,-3,-16,5%,-3%,-5%,0%,3%,-3%
CC1(C(=O)N2CCN(Cc3ccccc3Cl)CC2)CC1(Cl)Cl (centres undefined),-2%,5%,-1,6,15,5%,-6%,?,2%,?,26%
S=C(NNc1nc(Nc2ccccc2)nc(N2CCCCC2)n1)NC1CCCCC1,-1%,4.5µM*,2,-2,-13,-7%,-4%,13µM*,0%,3%,-3%
CN(CC(=O)Nc1cccc2c1CCCC2)S(=O)(=O)c1ccccc1,1%,14%,-7,1,11,-1%,0%,1%,.,-5%,-1%
CCCCNC(=O)c1cc2nc3c(c(C(F)(F)F)n2n1)CCc1ccccc1-3,-2%,9%,10,.,15,2%,-5%,-5%,3%,-6%,-1%
COCCN(CC(=O)Nc1cccc(C)c1C)C(=O)c1ccc(-n2cccn2)cc1,0%,.,-15,.,-10,2%,.,.,14%,1%,2%
CC(CN1CCCC1)OC(=O)c1ccc(Cl)cc1Cl (centres undefined),0%,-7%,44,4,20,-1%,?,7%,-8%,1%,-4%
Cc1nc(NC(=O)CSc2nnc(C3CC3)n2C)sc1C,-1%,26%,7,-2,-9,6%,1%,-13%,5%,4%,16%
COc1ccc2c(CC(=O)Nc3ccc(N4CCOCC4)cc3)coc2c1,-2%,28%,-7,4,9,1%,-20%,10%,15%,13%,8%
NS(=O)(=O)c1cccc(NC(=O)c2cccc3c(Br)cccc23)c1,3%,15%[1.91 µM],-15,0,7,-4%,-1%,-12%,10%,2%,3%
COC(=O)c1ccccc1NC(=O)CN1CCC(NC(=O)c2ccccc2C)CC1,-1%,36%,2,3,-12,-25%,2%,2%,-3%,6%,2%
Cc1c(C(=O)NCCc2ccc(S(N)(=O)=O)cc2)cccc1[N+](=O)[O-],0%,10%,-11,0,7,4%,-2%,-10%,5%,-3%,-4%
CSc1ccccc1NC(=O)CN(C1CCCCC1)S(C)(=O)=O,3%,2%,.,1,-17,1%,-1%,-1%,0%,3%,1%
CCOC(=O)c1cnc2sc3c(n2c1=O)CCCC3,-1%,-18%,9,-1,-4,17%,?,?,-12%,17%,13%
